Screening data deposited in PubChem by several laboratories.
LRH-1 inv ag = LRH-1 (NR5A2) inverse agonists, primary screen, cell-based, luminescence, HEK293T, StAR-luciferase reporter; inhibition, % at 3.6 µM; Nuclear receptor subfamily 5 group A member 2 (Homo sapiens), O00482; AID 602396, 2012; 360,000 tested, 0.13% active; LRH-1 transfected, 24 h;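 active = inhibition above the mean inhibition of all tested compounds plus 3 SD, cut at about 73% in these data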;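 also: 0% = DMSO wells and 100% = reporter-only cells lacking LRH-1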
MC4R antag cAMP = MC4R antagonists of cAMP signaling, primary screen, cell-based, TR-FRET, antagonist arm of biased-ligand search; 360,000 tested, 0.48% active; inhibition, % at 6.5 µM; MC4R-expressing cells, MTII-stimulated cAMP, LANCE TR-FRET; Melanocortin receptor 4 (Homo sapiens), P32245;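 active = inhibition above its plate's cutoff, the mean of tested wells on that plate plus 3 SD, cut at about 29% in these data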;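 also: 0% = Melanotan II alone and 100% = Melanotan II plus saturating MCL0020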
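System – human MC4R-expressing U2OS cells · Also added – Melanotan II · Dosing – one concentration, 6.5 µM nominal · Timing – 30-min compound, 1-h challenge, 1-h detection, room temperature · Measured by – Eu-cAMP/anti-cAMP TR-FRET, emission 671 nm · Replicates – singlicate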
NR2F2 inh = NR2F2 transcriptional activity inhibitors, primary screen, cell-based, luciferase reporter, HEK293T, luminescence. inhibition, % at 8.6 µM. 370,000 tested, 0.7% active. COUP transcription factor 2 (Homo sapiens), P24468. HEK293T NGFI-A luciferase reporter;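 active = inhibition above a per-plate cutoff, mean inhibition of test wells between control levels plus 3 SD, cut at about 38% in these data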;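 also: cells cotransfected with COUP-TFII expression vector driving the NGFI-A reporter; 0% = median of COUP-TF2 test wells and 100% = reporter-only cells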
NCOA1 inh = SRC1 coactivator transcriptional activity inhibitors, primary screen, cell-based, luminescence; Nuclear receptor coactivator 1 (Homo sapiens), Q15788; HEK293 GAL4-SRC1 luciferase reporter; inhibition, % at 3.6 µM; 360,000 tested, 0.12% active; AID 588354, 2011;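 active = inhibition above the campaign mean plus 3 SD, with each screening campaign given its own cutoff, cut at about 60% in these data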;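 also: 0% = DMSO treated cells and 100% = gossypol at 36 µM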
LMP1 NFkB inh = EBV LMP1-driven NF-kappaB luciferase reporter inhibitors, primary screen, cell-based, luminescence, single point. 350,000 tested, 0.69% active. LMP1-induced NF-kappaB luciferase reporter cells. AID 504558, 2011. inhibition, % at 12.5 µM; in the data active = inhibition above about 41%;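 also: 0% = neutral control wells and 100% = reference inhibitor control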
NOD2 RIPK2 PPI = NOD2-RIPK2 binding disruptors in cells, primary screen, fluorescence, CHO cells, BLA complementation; CCF4 ratio; inhibition, % at 4.98 µM; 360,000 tested, 0.38% active; in the data active = inhibition above about 21%;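 also: 0% = vehicle only and 100% = reference blocker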
ABHD5-PLIN5 inh = ABHD5-PLIN5 interaction inhibitors, primary screen, cell lysate, split luciferase complementation, luminescence; Perilipin-5 (Homo sapiens) + 1-acylglycerol-3-phosphate O-acyltransferase ABHD5 (Homo …; Split G. princeps luciferase complementation, 4 h; inhibition, % at 4 µM; 360,000 tested, 0.78% active; AID 602281, 2012;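 active = inhibition above the mean inhibition across every tested compound plus 3 SD, cut at about 22% in these data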;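 also: 0% = DMSO only wells and the 100% control is not disclosed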
TLR9-MyD88 block = inhibitors of TLR9-MyD88 association in cells, primary screen, cell-based, CHO, BLA complementation, fluorescence; Toll-like receptor 9 (Homo sapiens) + Myeloid differentiation primary response protein …; CCF4 FRET ratio; inhibition, % at 4.98 µM; 340,000 tested, 0.21% active; AID 504734, 2011;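 active = inhibition above the mean over all tested compounds plus 3 SD, cut at about 21% in these data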;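 also: 0% = DMSO only wells and 100% = clavulanate BLA inhibitor control wells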
NCOA2 inhibitor = inhibition of GAL4-SRC2 driven luciferase reporter, primary screen, SRC2 inhibitor project, cell-based, luminescence; Nuclear receptor coactivator 2 (Homo sapiens), Q15596; HEK293 GAL4-SRC2 luciferase reporter; inhibition, % at 9 µM; 370,000 tested, 0.17% active; AID 651957, 2012;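 active = inhibition above the mean inhibition of all tested compounds plus 3 SD, set per campaign, cut at about 52% in these data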;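 also: 0% = DMSO treated cells and 100% = cells given Gossypol at 36 µM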
SRC3 inh = SRC3 coactivator transcriptional activity inhibitors, primary screen, cell-based, luminescence; HEK293 GAL4-SRC3 luciferase reporter; Nuclear receptor coactivator 3 (Homo sapiens), Q9Y6Q9; 360,000 tested, 0.17% active; inhibition, % at 3.6 µM;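 active = inhibition above a per-campaign cutoff, the mean of all compounds plus 3 SD, cut at about 60% in these data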;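 also: 0% = DMSO-treated cells and 100% = gossypol-treated cells at 36 µM; higher means less SRC3-driven luciferase light from the GAL4 reporter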
MC4R barr agon = MC4R agonists recruiting beta-arrestin, primary screen, cell-based, luminescence, agonist arm of biased-ligand search; activation, % at 8.9 µM; 360,000 tested, 0.98% active; U2OS MC4R beta-arrestin complementation; percent of melanotan II response, DMSO zero; Melanocortin receptor 4 (Homo sapiens), P32245;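 active = activation above a per-plate cutoff, the mean activation of sample wells on that plate plus 3 SD, cut at about 8% in these data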
* hit, by the source's call; . = no result given.

SMILES	LRH-1 inv ag	MC4R antag cAMP	NR2F2 inh	NCOA1 inh	LMP1 NFkB inh	NOD2 RIPK2 PPI	ABHD5-PLIN5 inh	TLR9-MyD88 block	NCOA2 inhibitor	SRC3 inh	MC4R barr agon
O=C(CN1CCN(Cc2ccccc2)C1=O)NCc1ccc(Cl)cc1	-6.9	5.7	-2.8	0.7	-2.0	-0.5	8.1	-7.6	3.2	1.5	0.0
O=C(c1ccccc1)N(Cc1ccc2c(c1)OCO2)Cc1nc2ccccc2c(=O)[nH]1	5.3	17.6	-13.8	-4.8	-2.3	3.1	-1.6	5.5	-16.6	-6.0	-1.5
CCn1nnnc1SCC(=O)NNC(=O)C1CCCCC1	3.0	-7.2	-1.1	-18.0	-2.5	-10.0	11.3	-0.1	-7.1	-0.5	-0.6
COCC(=O)N(Cc1cc2ccc(C)cc2[nH]c1=O)c1cccc(C)c1	2.5	4.5	-21.2	-3.1	-3.2	3.0	4.9	-2.7	-2.1	8.6	1.4
CCCCN(C(=O)CNC(=O)c1ccco1)C(C(=O)NC1CCCC1)c1ccc(OC)cc1 (configuration not stated)	4.8	-2.3	-1.4	-13.9	-8.5	-6.5	-0.8	4.5	11.0	13.7	2.1
CC1=NC(C(F)(F)F)(C(F)(F)F)C(C#N)=C(C)N1	15.6	8.7	-5.1	4.7	-6.2	2.2	-5.8	1.5	-5.6	6.1	-0.6
Cc1c(NC(=O)c2ccc(F)cc2)c(=O)n(-c2ccccc2)n1C	-9.0	0.3	0.0	4.0	7.5	1.8	-12.0	2.5	0.9	3.2	-1.4
CS(=O)(=O)Cc1cccc(C(=O)NC2CCSc3ccccc32)c1 (configuration not stated)	-41.5	32.5*	-9.3	15.3	-4.0	-9.7	9.6	4.3	-16.0	7.9	0.8
COC(=O)c1[nH]c2cc(OC)ccc2c1NC(=O)CCN1CCN(c2cccc(C)c2C)CC1	-3.1	-19.0	-23.3	-0.6	0.9	-0.7	13.9	-5.3	-7.6	28.3	1.1
CCOc1ccc(C(=O)NCc2ccc3c(c2)OCO3)cc1OCC	-2.1	-6.0	-2.4	-0.2	4.7	-18.2	1.8	-1.7	-0.2	-4.0	-1.0
CC1CN(Cc2nnc(-c3ccccc3)o2)CC(C)O1 (configuration not stated)	-7.4	18.4	3.1	2.3	-1.6	-4.4	4.6	2.0	-8.1	-0.1	-1.2
CCNC(=O)N1CCN(CCCC(c2ccc(F)cc2)c2ccc(F)cc2)CC1	-5.8	6.8	21.4	8.2	-1.7	-1.4	8.9	-1.2	-14.4	4.9	0.7
CCN(CC)S(=O)(=O)c1cccc(C(=O)OCC(=O)Nc2ccc3c(c2)c2ccccc2n3CC)c1	13.4	8.8	-9.6	27.4	-11.5	3.1	3.2	-3.6	12.9	27.3	2.4
C=CCn1c(COc2ccc(F)cc2)nnc1SCC(=O)NC1CCS(=O)(=O)C1 (configuration not stated)	8.5	-3.2	-7.1	0.8	0.0	-10.9	0.7	-7.0	-18.9	7.0	3.3
COc1ccccc1NC(=O)NCCN1CCN(c2cccc(Cl)c2)CC1	1.2	18.7	5.2	11.9	0.1	-6.9	11.2	-0.3	-20.2	3.7	0.6
Cc1ccc([N+](=O)[O-])cc1N=C(c1cccc(Br)c1)N1CCOCC1	-0.8	1.6	5.0	12.0	10.4	-4.6	-6.9	0.0	-5.7	0.7	-1.8
Cc1ccc(CCN2CC(C(=O)NCCN3CCCCCC3)CC2=O)cc1 (configuration not stated)	2.0	8.6	2.8	-0.8	-3.7	-6.1	2.7	0.9	-24.3	-17.4	-0.5
Clc1ccc(Nc2cc(-c3ccccc3)nc3ncnn23)cc1	10.1	-2.7	-9.7	-10.7	.	-15.9	7.1	.	-13.3	19.0	1.9
OCCN1CCN(CC(O)COc2ccc(Cl)cc2)CC1 (configuration not stated)	-4.9	-1.3	-2.4	-7.0	0.4	-18.8	4.6	-3.2	-10.8	-15.0	-2.8
N#Cc1c(C(F)(F)F)cc(-c2ccccc2)n(N)c1=O	-4.4	11.8	-10.2	-13.2	-3.7	-7.1	6.5	-7.1	10.8	-16.1	-0.7
CCCCN(C(=O)c1ccc(NC2CC2)c([N+](=O)[O-])c1)c1c(N)n(CC(C)C)c(=O)[nH]c1=O	-1.7	1.0	5.5	3.7	1.8	-6.8	-1.9	8.1	-20.7	8.9	0.0
Cc1ccc2c(c1)N(C(=O)CCC(=O)NC1CCC(C)CC1)CCO2 (configuration not stated)	-6.7	5.7	1.9	-6.0	0.1	16.4	-11.4	-1.5	5.8	14.0	0.7
c1ccc(N2CCN(c3nnnn3-c3ccccc3)CC2)cc1	-31.4	-3.2	-1.8	-4.1	2.0	0.7	-5.7	-2.1	-22.0	25.8	-2.5
COc1ccc(OC)c2sc(NC(=O)c3ccc(Cl)s3)nc12	6.8	21.4	-13.3	-2.4	1.5	-2.1	-2.9	-9.0	-13.1	3.7	-0.2
COCC(=O)N1CCC(Oc2ccc(C(=O)N(C)C3CCCCC3)cc2)CC1	-1.7	-2.0	5.7	3.8	8.6	0.4	1.1	2.6	-20.1	-13.8	0.5

Additional records:
SMILES	LRH-1 inv ag	MC4R antag cAMP	NR2F2 inh	NCOA1 inh	LMP1 NFkB inh	NOD2 RIPK2 PPI	ABHD5-PLIN5 inh	TLR9-MyD88 block	NCOA2 inhibitor	SRC3 inh	MC4R barr agon
COC(=O)c1c(-c2cccc(C)c2)csc1N	-10.5	7.4	15.6	-2.2	-1.0	-6.6	-7.6	0.1	-3.6	-6.3	-0.5
CCN1C(=N)N(c2ccccc2)C(=O)C(CC)(CC)C1=O	-2.4	9.1	2.0	8.3	-24.4	-11.9	7.7	2.3	-6.4	-2.8	-2.0
CCCCc1c(C)nc2ccc(Br)cc2c1SC(N)N	14.3	1.9	12.5	-0.7	-4.1	5.1	1.7	5.2	6.3	17.0	-4.3
COc1ccc(C2CC(=O)c3cnn(-c4nc(C)cc(C)n4)c3C2)cc1 (configuration not stated)	17.4	-8.8	-2.0	-4.6	-17.3	-2.2	-1.1	0.3	-0.9	17.0	-3.7
Cc1ccc(O)c(-c2cc(-c3ccc(F)cc3)no2)c1	-112.1	14.2	-43.6	-99.5	-38.1	7.9	-2.8	0.1	-45.6	-139.9	0.6
COC1Cc2ccccc2N(C(=O)N2CCN(CCO)CC2)c2ccccc21 (configuration not stated)	0.3	23.2	-4.8	2.1	-2.3	-7.0	-4.6	-5.7	-19.0	15.8	1.1
COc1cccc(N(C(=O)c2ccco2)C(C(=O)NC2CCCC2)c2ccc(N3CCOCC3)cc2)c1 (configuration not stated)	-5.5	9.1	-15.4	0.6	-4.2	-4.1	2.4	8.7	9.4	-26.9	-0.2
O=C(COC(=O)c1ccc(Br)o1)NCC(=O)Nc1ccc(F)cc1	19.8	8.9	-16.5	-1.3	-0.2	-16.6	-0.7	-11.7	33.4	3.2	-1.2
COc1ccc2c(c1)CC/C(=C/c1ccncc1)C2=O	15.6	2.1	.	12.0	11.3	1.5	8.3	-3.4	.	22.4	0.9
COc1ccc(NC(=O)CC2SC(N)=NC2=O)c([N+](=O)[O-])c1 (configuration not stated)	2.8	1.1	12.0	-2.0	-10.6	13.8	-7.7	-2.3	-16.6	8.2	-1.6
CC1(C)CC(=O)C(C(=O)/C=C/c2ccco2)C(=O)C1	-2.4	10.2	13.9	-6.8	7.5	-3.2	12.7	-9.5	-8.4	5.1	-2.7
Cc1ccnc2nc(C(=O)NC3=NCCS3)nn12	-7.5	15.1	-0.6	-8.8	-1.7	-10.7	-3.6	2.5	-22.8	-8.3	1.2
COc1ccc2c(c1)c(C(=O)N/N=C/c1cn(C)c3ccccc13)c(C)n2C	-6.8	2.4	15.1	-5.7	1.0	-7.2	-5.0	-10.4	-2.0	15.4	0.8
c1ccc(-n2nnnc2Cc2nnnn2-c2ccccc2)cc1	-8.8	-0.4	6.7	3.8	-0.2	4.0	2.3	-9.5	-3.6	3.0	-1.9
CCOc1ccc(S(=O)(=O)N(CC)CC(=O)NCc2ccncc2)cc1	24.8	3.6	0.7	-21.3	-0.5	1.1	-3.8	3.0	-4.3	13.7	0.1
CCc1nc(SCC(=O)NCc2ccc(F)cc2)c2c(=O)n(C)c(=O)n(C)c2n1	-7.6	4.7	-24.4	-8.1	-4.5	1.3	2.8	10.0	-0.7	-39.6	-0.8
CC1=CC(C)(C)N2C(=O)C3(C(C#N)=C(N)Oc4cc(C)oc(=O)c43)c3cccc1c32 (configuration not stated)	0.4	1.0	6.1	-2.6	1.0	9.3	0.6	-4.5	-20.1	14.2	-0.6
c1ccc2sc(SN3CCOCC3)nc2c1	10.2	-3.8	-13.0	-40.8	-6.4	0.0	-1.9	2.6	-24.4	-22.5	-1.3
O=C(O)CC1(CC(=O)NCc2csc(-c3cccs3)n2)CCCCC1	-17.8	25.7	10.4	12.1	-0.4	3.0	-7.1	-5.2	-3.9	0.5	0.1
C[C@H](CO)N1C[C@H](C)[C@@H](CN(C)S(=O)(=O)c2ccccc2)Oc2c(cccc2N(C)C)C1=O	3.6	15.7	7.5	-3.6	5.9	-0.5	-4.4	-13.0	-5.1	4.3	0.0
Cc1cc(C)n(-c2nnc(C)c(=O)[nH]2)n1	-8.7	10.7	4.7	1.3	0.8	-7.3	7.7	-8.1	-25.3	4.2	-2.2
COc1ccc(CN2C(=O)c3cccnc3C2Nc2cc(Cl)ccc2OC)cc1 (configuration not stated)	21.3	4.9	-2.2	2.9	65.8*	2.4	-1.6	-6.3	-26.4	12.0	-0.6
COc1cccc(NC(=O)c2cccc(OC)c2OC)c1	-113.5	7.0	-51.1	-96.2	-13.1	5.0	1.4	2.6	-70.1	-86.0	-1.9

An excerpt (hit frequency here may not be typical).
